Assay outcomes: PubChem BioAssay, National Center for Advancing Translational Sciences (NCATS)
D1 antag: human D1 dopamine receptor antagonism | P21728 | HEK293 TREx D1 cells, calcium flux, dopamine EC80; hits give low values | activity change, negative = inhibition, % at 10 µM | 360,000 compounds, 3.2% hits | AID 504652; in the data active = activity change below about -30%; note: % is set by controls: 0 for no effect and ±100 for the full control effect
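Allosteric or orthosteric antagonism assessed as attenuation of the calcium response to EC80 dopamine, added 180 s after compound, in induced HEK293 Trex D1 cells loaded with no-wash calcium dye.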
RXFP1 ag: agonists of human relaxin receptor RXFP1; 370,000 compounds, 0.3% hits; HEK293T-RXFP1 cAMP TR-FRET, 30 min; response scale: percent of porcine relaxin response, buffer zero; Potency, µM (doses to about 57.5 µM), inactives show top-dose activation, most hits filed as activators; active = well fitted activation curve with a large enough effect; note: potency is the fitted concentration of half-maximal effect; % is set by controls: 0 for no effect and ±100 for the full control effect; nearly all actives have a fitted effect of over 60% in size; many of its hits are not listed in these tables
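Agonist response is measured as cAMP accumulation in an RXFP1-transfected HEK293T line under PDE4 inhibition. Values are scaled between buffer-only and 29 nM porcine relaxin, and EC50s come from standard Hill equation fits.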
D2 ag: activates the human D2 dopamine receptor. activation, % at 2 µM. AID 485358. P14416. HEK293 T-REx D2 cells, calcium flux agonist mode. 340,000 compounds, 0.53% hits;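 active = activation over 3 SD above normal in the single-dose calcium agonist read, cut at about 30% in these data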; note: 0% is about no effect
Target sequence (P14416 whole entry, looked up): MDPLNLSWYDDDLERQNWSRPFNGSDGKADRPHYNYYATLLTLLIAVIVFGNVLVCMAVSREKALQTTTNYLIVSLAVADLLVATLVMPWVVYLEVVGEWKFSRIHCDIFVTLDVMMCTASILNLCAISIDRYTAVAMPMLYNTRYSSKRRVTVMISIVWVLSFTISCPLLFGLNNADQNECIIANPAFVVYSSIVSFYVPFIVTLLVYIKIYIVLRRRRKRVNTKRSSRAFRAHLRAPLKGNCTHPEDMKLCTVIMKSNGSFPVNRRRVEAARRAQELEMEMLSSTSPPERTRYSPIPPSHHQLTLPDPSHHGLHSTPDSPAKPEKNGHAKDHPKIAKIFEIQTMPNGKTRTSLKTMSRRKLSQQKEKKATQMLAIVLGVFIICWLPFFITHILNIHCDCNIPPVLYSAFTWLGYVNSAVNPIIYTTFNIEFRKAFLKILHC
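Tetracycline-induced HEK293 T-REx cells with force-coupled D2 receptor, plated overnight at 30 C, loaded with no-wash calcium dye. After a 10 s baseline, compound was pin-added and calcium flux read kinetically for 180 s; calcium rises flagged agonists.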
D1 potentiator: enhances dopamine response at the human D1 receptor. HEK293 TREx D1 cells, calcium flux, dopamine EC20 potentiation. potentiation, % at 10 µM. 360,000 compounds, 0.036% hits; in the data active = potentiation above about 30%; note: 0% is about no effect
D2 potentiator: positively modulates the human D2 dopamine receptor allosterically | P14416 | HEK293 T-REx D2, calcium flux, EC20 dopamine potentiation | potentiation, % at 10 µM | 340,000 compounds, 0.34% hits | AID 485347;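 active = potentiation over 3 SD above the plate norm, cut at about 30% in these data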; note: 0% is about no effect
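Potentiation of an EC20 dopamine calcium response is measured in a force-coupled, tetracycline-inducible Hek293 Trex D2 line. Compound-only kinetic reads over 180 s flag agonists before dopamine addition.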
D2 antag: antagonizes the human D2 dopamine receptor; inhibition, % at 10 µM; HEK293 TREx D2 cells, calcium flux, dopamine EC80; AID 485344; 340,000 compounds, 2% hits; in the data active = inhibition above about 30%; note: 0% is about no effect
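Tetracycline-induced HEK293 TREx cells expressing D2 receptor forced-coupled to calcium signalling, loaded with no-wash calcium dye. Compounds added and calcium flux read 180 s, then dopamine added at EC80 and read a further 180 s.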
RXFP1 antagonist: RXFP1 (human) relaxin receptor antagonism. 350,000 compounds, 0.59% hits. activity change, negative = inhibition, % at 57.5 µM. HEK293-RXFP1, relaxin-stimulated cAMP HTRF, 30 min; hits give low values. Q9HBX9;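 active = activity change of -60% or lower, but not beyond a set lower limit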; note: % is set by controls: 0 for no effect and ±100 for the full control effect
TRHR enhancer: allosterically enhances the human TRH receptor; P34981; TRHR cells, fluo-8 calcium fluorescence, EC20 TRH enhancement; enhancement, % at 2 µM; 360,000 compounds, 0.66% hits; AID 493056; in the data active = enhancement above about 30%; note: 0% is about no effect
Target sequence (P34981 whole entry, looked up): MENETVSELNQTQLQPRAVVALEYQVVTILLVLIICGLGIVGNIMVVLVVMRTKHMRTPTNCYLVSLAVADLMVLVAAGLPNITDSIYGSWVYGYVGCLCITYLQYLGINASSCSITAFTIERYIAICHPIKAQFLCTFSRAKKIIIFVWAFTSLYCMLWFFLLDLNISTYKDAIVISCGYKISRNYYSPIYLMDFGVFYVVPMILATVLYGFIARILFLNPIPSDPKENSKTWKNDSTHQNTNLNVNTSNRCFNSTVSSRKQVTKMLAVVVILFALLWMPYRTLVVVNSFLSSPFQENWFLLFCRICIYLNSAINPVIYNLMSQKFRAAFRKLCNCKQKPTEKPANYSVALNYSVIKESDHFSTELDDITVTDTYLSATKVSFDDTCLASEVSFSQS
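TRHR-expressing cells loaded with fluo-8 calcium dye were read kinetically (ex 480/em 530) during compound addition, then stimulated with an EC20 of TRH (10 nM final). Enhancement of the Gq-mediated intracellular calcium response was scored.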
D1 agonist: agonists of human D1 dopamine receptor; 360,000 compounds, 1% hits; HEK293 T-REx D1 cells, calcium flux, agonist mode; activation, % at 2 µM; AID 504660; in the data active = activation above about 30%; note: 0% is about no effect
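Tetracycline-induced HEK293 TREx D1 cells, force-coupled to calcium signalling, were dye-loaded with a no-wash calcium kit. Compound was pin-added after a 10 s baseline. Fluorescence was read kinetically at 1 cycle/s for 180 s, with calcium rises flagged as agonism.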
An asterisk follows results filed as active; / = no result given; & = joins results of further samples.

SMILES	D1 antag	RXFP1 ag	D2 ag	D1 potentiator	D2 potentiator	D2 antag	RXFP1 antagonist	TRHR enhancer	D1 agonist
Cc1cccc(CCNC(=O)C2CCCN(c3cnccn3)C2)c1 (configuration not stated)	-1	1.4%	/	-1	-8	/	23	-13	-1
Cc1ccc(CNC(=O)c2cnccn2)cc1	-3	4.0%	0.4	3	-6	-11	-4	9	2
COC(=O)CC1C(=O)NCCN1C(=S)NC(=O)c1sc2ccccc2c1Cl (configuration not stated)	/	17%	-1.4	2	3	5	12	8	-1
Cc1ccc2c(CC(=O)Nc3nc(C)cs3)coc2c1	-7	-1.0%	-0.7	-4	9	-6	-7	0	2
COc1ccc(C(=O)N(CN2CCCC2=O)c2cc(C)on2)cc1OC	1	2.0%	0.8	-5	-10	-13	2	-1	2
Cc1ccc(N(CC(=O)N/N=C/c2ccc(OCC(N)=O)cc2)S(C)(=O)=O)cc1Cl	-9	0.4%	0.9	1	3	-1	-11	-13	2
Cc1ccc(NC(=O)C2(N(CC(C)C)C(=O)Cn3nnnc3N)CCCCC2)cc1	-17	2.5%	-0.8	-5	-5	13	-14	-1	1
COc1ccc(-n2c(Cn3c(=O)sc4ccccc43)nnc2SC)cc1	-9	1.1%	-1.9	-1	-1	-7	2	-3	0
CCCCCn1c(CN2CC(C)OC(C)C2)nc2c1c(=O)n(C)c(=O)n2C (configuration not stated)	11	7.1%	-0.1	-1	10	-3	5	42*	5
COc1ccc(CCNC(=O)C2CCCN(S(=O)(=O)c3ccccc3)C2)cc1 (configuration not stated)	-2	-0.4%	-0.5	-9	-4	7	-10	-4	7
CCn1c(/C=C/c2c(C)n(CC)c3ccccc23)nc2ccccc2c1=O	6	0.3%	-0.2	-3	9	-13	/	0	5
CNCCC1Sc2ccccc2Oc2ccccc21 (configuration not stated)	11	0.1%	1.0	-8	-4	23	-20	12	81*
Cc1ccc(CCNC(=O)C2CCCN(Cc3nc(-c4cccc(Cl)c4)oc3C)C2)cc1 (configuration not stated)	-6	-1.1%	/	-4	-7	/	-1	1	1
COc1ccc(C)cc1NC(=O)Cn1cc(S(=O)(=O)Cc2ccccc2Cl)c2ccccc21	-13	2.1%	0.9	8	/	/	-16	-7	5
COc1ccc(C)cc1NC(=O)Cc1ccc(NC(=O)N2CCCCc3ccccc32)cc1	0	0.1%	-0.8	-2	1	/	/	7	1
CCc1ccc(OCC(=O)NNC(=O)Cc2ccc(S(=O)(=O)N3CCOCC3)s2)cc1	-2	-1.2%	0.0	1	21	-14	-11	4	3
CC(C)C(=O)NNC(=O)CSc1ncnc2c1cnn2-c1ccccc1Cl	-20	-1.2%	-1.4	-4	-1	-14	10	0	2
COc1ccc(C(=O)c2cn(Cc3ccccc3OC)c3cc4c(cc3c2=O)OCO4)cc1	-2	0.2%	-1.2	9	1	/	4	4	0
Cc1noc(C)c1S(=O)(=O)N1CCC(C(=O)Nc2ccc(OC(F)(F)F)cc2)CC1	-5	-0.7%	0.4	1	-2	-16	0	10	6
Clc1ccc(C#Cc2cccnc2)cc1	0	1.1%	0.2	-5	15	-5	/	-1	0
O=C(CN1CCN(S(=O)(=O)c2ccc(F)c(Cl)c2)CC1)N1CCNC1=O	15	-0.1%	0.1	-3	23	15	6	10	-1
CC(=O)c1ccc(N=Nc2ccc(C)cc2)cc1	-7	-0.8%	0.1	6	-1	-14	-4	-13	1
O=C(CCCOc1ccc(Cl)cc1Cl)Nc1nnc(C2CC2)s1	38	2.7%	-1.1	0	13	-4	-17	0	6
Cc1ccc(CNc2nc3c(c(=O)n(C)c(=O)n3C)n2Cc2ccc(Cl)cc2)cc1	8	3.5%	-1.4	0	16	/	/	5	3
CCOc1ccccc1Nc1cc(C)nc2nnnn12	14	1.9%	0.2	-4	7	13	-12	-10	1
Cc1ccc(C)c(OCC(=O)O/N=C(\N)c2cccnc2)c1	-1	-1.4%	/	2	/	/	5	-1	4
CC1=CC(C/C(C)=C/COc2ccc3ccc(=O)oc3c2)OC1=O (configuration not stated)	-19	4.0%	-0.6	-8	7	-7	7	-5	2
Cc1nnsc1S(=O)(=O)c1ccccc1	-1	-1.3%	0.2	-2	10	-12	12	23	0
Cc1ccc2nc(-c3ccncc3)cc(C(=O)Nc3ccc(F)cc3C)c2c1	6	2.1%	-0.6	2	8	6	4	-2	-1
Cc1ccc(Nc2nc(N3CCOCC3)c3ccccc3n2)cc1	-60*	0.5%	1.1	-13	13	-4	-6	4	1

Among those listed so far, 2 contain an aryl thioether with sulfur outside any ring.
SMILES	D1 antag	RXFP1 ag	D2 ag	D1 potentiator	D2 potentiator	D2 antag	RXFP1 antagonist	TRHR enhancer	D1 agonist
COc1ccc(-n2c(Cn3c(=O)sc4ccccc43)nnc2SC)cc1	-9	1.1%	-1.9	-1	-1	-7	2	-3	0
CC(C)C(=O)NNC(=O)CSc1ncnc2c1cnn2-c1ccccc1Cl	-20	-1.2%	-1.4	-4	-1	-14	10	0	2

Going on with the list.
SMILES	D1 antag	RXFP1 ag	D2 ag	D1 potentiator	D2 potentiator	D2 antag	RXFP1 antagonist	TRHR enhancer	D1 agonist
CC1CCN(CCCNC(=O)CN2C(=O)CSc3ccc(S(=O)(=O)N4CCC(C)CC4)cc32)CC1	8&-4	0.5%&1.1%	-0.4&-0.3	3&1	-12&-9	-15	-5&-6	-9&4	2&-1
CCn1nc(C)cc1C(=O)N1CCCC(CCC(=O)NCc2ccccc2F)C1 (configuration not stated)	-4	-1.5%	0.5	-7	12	-9	-6	3	0
O=S(=O)(Nc1ccc(-c2ccc(N3CCCC3)nn2)cc1)c1ccc(C(F)(F)F)cc1	35	-1.5%	0.9	-1	4	/	-19	9	5
COCCN1C(=O)N(c2cccc(C)c2)C(=O)C1CC(=O)Nc1ccc(OC)cc1 (configuration not stated)	-1	-0.3%	0.3	3	-1	-7	-4	4	0
COC(=O)c1ccc(NC(=O)CSc2nnc(-c3ccccc3)n2C)cc1	22	0.5%	-0.7	-5	7	13	-4	21	2
CC(NC(=O)c1cccc(S(=O)(=O)N2CCN(C)CC2)c1)c1ccc(Cl)cc1Cl (configuration not stated)	-45*	-0.5%	/	-5	/	/	-25	-8	16
CCOC(=O)c1c(C2CC2)csc1NC(=O)CSCc1c(C)noc1C	3	8.1%	-1.8	-8	4	-6	11	6	6
CCN(CC)CCNC(=O)c1cn(-c2ccccc2)nc1-c1cccs1	6	0.6%	0.8	1	-24	37*	-19	-2	10
CN(C(=O)c1cccc(C#N)c1)c1nnc(C2CCCO2)s1 (configuration not stated)	-16	1.5%	1.2	3	-2	1	-2	-2	1
CC[C@H](C)[C@H](NC(=O)[C@H](Cc1ccc(O)cc1)NC(=O)[C@@H](N)C(C)C)C(=O)N[C@@H](Cc1cnc[nH]1)C(=O)N1CCC[C@H]1C(=O)N[C@@H](Cc1ccccc1)C(=O)O	-2	-1.7%	1.6	-3	7	34*	/	-4	28
CSc1ccc(C2C(C(=O)c3ccco3)=C(O)C(=O)N2c2nnc(SC)s2)cc1 (configuration not stated)	-11	16µM*	11	0	-4	-4	-2	7	31*
CCN1CCN(Cc2ccc(NC(=O)c3cc(NC(=O)c4cc(C)on4)cc(OC)c3)cc2C(F)(F)F)CC1	-21	0.0%	0.0	-6	-2	13	3	0	6
CSc1nnc(NC(=O)c2ccc3c(c2)OCO3)s1	-5	2.0%	-0.6	0	14	-8	8	-5	9
O=C(CNC(=O)c1ccco1)Nc1ccc(F)cc1	1	0.9%	-3.3	-9	-4	8	-4	-4	0
O=C1CN(C(=O)c2ccccc2C(F)(F)F)C(c2ccccc2)c2cc(F)ccc2N1 (configuration not stated)	0	-2.5%	0.3	0	0	/	-12	5	8

RXFP1 ag, entries above that show a hit.
SMILES,D1 antag,RXFP1 ag,D1 potentiator,D2 potentiator,D2 antag,RXFP1 antagonist,TRHR enhancer,D1 agonist
CSc1ccc(C2C(C(=O)c3ccco3)=C(O)C(=O)N2c2nnc(SC)s2)cc1 (configuration not stated),-11,16µM*,0,-4,-4,-2,7,31*

An excerpt of these results, with values under each structure.
Values in the order: D1 antag	RXFP1 ag	D2 ag	D1 potentiator	D2 potentiator	D2 antag	RXFP1 antagonist	TRHR enhancer	D1 agonist
COC(=O)c1ccc(NC(=O)CSc2nnc(-c3ccccc3)n2C)cc1
  22	0.5%	-0.7	-5	7	13	-4	21	2
CC(NC(=O)c1cccc(S(=O)(=O)N2CCN(C)CC2)c1)c1ccc(Cl)cc1Cl (configuration not stated)
  -45*	-0.5%	/	-5	/	/	-25	-8	16
CCOC(=O)c1c(C2CC2)csc1NC(=O)CSCc1c(C)noc1C
  3	8.1%	-1.8	-8	4	-6	11	6	6

More records:
SMILES	D1 antag	RXFP1 ag	D2 ag	D1 potentiator	D2 potentiator	D2 antag	RXFP1 antagonist	TRHR enhancer	D1 agonist
Cc1noc2ncc(C(=O)c3cc(F)ccc3O)cc12	1	2.8%	0.3	-7	-9	-14	5	-1	2
Cc1ccc(N(C(C)C(=O)Nc2ccc(S(=O)(=O)N3CCOCC3)cc2)S(C)(=O)=O)cc1C (configuration not stated)	-17	2.2%	-0.8	-5	-9	-8	-7	-1	1
Cc1cc(O)cc(O)c1-c1onc(C(F)(F)F)c1-c1cscn1	-25	-0.3%	-0.3	-7	3	-4	-9	-8	4
COc1ccccc1CNC(=O)C(CCSC)NC(=O)C1CCC(C)CC1 (configuration not stated)	-16	1.9%	/	-6	/	/	-5	-3	0
Cc1cc(Cn2ccnc2)c(C)cc1Cn1ccnc1	-12	3.9%	-3.7	-2	4	-4	4	-3	4
c1ccc(-c2noc(-c3ccccc3-c3ccccc3)n2)cc1	/	-0.5%	0.8	-2	4	9	3	-6	21

Some of the compounds tested; rates above refer to the full screens.
